HSF1 inh – HSF1 inhibition; hit rate 0.77% among 300,000; activity change, negative = inhibition, % at 7.5 µM (by protocol); NIH3T3-HGL HSE-luciferase, MG132-induced, luminescence 8 h; active compounds read low;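 active = more than half of replicate wells show activity change below -50%, luminescence cut by over half; inconclusive = some wells, but at most half, below -50%; inactive = no replicate well below -50%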;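 note: luciferase reports HSF-1 transcriptional activity via heat shock element; 0% = median of DMSO wells and -100% = zero luminescence signal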
Platelet DG rel – platelet dense granule release activity; inhibition, %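 (compounds screened at 7.5 µM in platelet-rich plasma)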; hit rate 0.22% among 300,000; human platelet-rich plasma, SFLLRN dense granule ATP release, luminescence; AID 1663;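 active = mean replicate score, as percent of positive control, at or above 50; inconclusive = mean below 50 but at least one replicate at or above 50; inactive = mean and every replicate below 50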
HDAC3 inh – human HDAC3 inhibition. O15379. recombinant HDAC3, fluorogenic peptide/trypsin coupled, fluorescence. inhibition, % at 8.3 µM. hit rate 0.15% among 320,000. AID 2718; in the data active = inhibition above about 26%, passing the limit was not always enough; inconclusive = no clear call, values can overlap the other calls
Target sequence (O15379 whole entry, looked up): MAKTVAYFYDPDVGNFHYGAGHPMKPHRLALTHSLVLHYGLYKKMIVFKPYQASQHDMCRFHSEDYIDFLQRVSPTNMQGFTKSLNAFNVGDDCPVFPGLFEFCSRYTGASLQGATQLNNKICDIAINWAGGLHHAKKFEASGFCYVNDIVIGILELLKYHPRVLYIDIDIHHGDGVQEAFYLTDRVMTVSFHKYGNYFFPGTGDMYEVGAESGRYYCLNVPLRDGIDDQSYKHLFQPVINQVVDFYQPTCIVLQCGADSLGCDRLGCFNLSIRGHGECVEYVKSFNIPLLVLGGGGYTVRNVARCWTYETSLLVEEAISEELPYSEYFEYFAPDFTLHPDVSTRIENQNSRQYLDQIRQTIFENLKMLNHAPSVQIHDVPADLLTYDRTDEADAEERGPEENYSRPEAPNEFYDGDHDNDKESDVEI
KLF5 inh – suppresses KLF5 promoter-driven expression; DLD-1 KLF5 promoter-luciferase reporter, luminescence; inhibition, % at 5 µM; hit rate 0.23% among 290,000;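 active = inhibition above a per-plate limit of that plate's mean compound inhibition plus 3 SD, cut at about 60% in these data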;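 note: 0% = DMSO wells and 100% = LY294002 at 200 µM; higher means less KLF5 promoter-driven luciferase light; inactives centre near -14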
AI-2 QS modul – modulators of Vibrio harveyi AI-2 quorum sensing system; Vibrio harveyi JMH597 AI-2 luminescence/OD600 ratio, 9 h; active compounds read low; strain lacks LuxN and CqsS sensors; 0 = neutral-control median; activity change, % at 7.5 µM; hit rate 0.4% among 300,000; AID 2094; in the data active = activity change below about -75%, passing the limit was not always enough; inconclusive = no clear call, values can overlap the other calls;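 note: luminescence divided by OD600 gain over 9 h not by final OD600 alone; inactives centre near 13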
aSyn 5UTR inh – 5' untranslated region of α-synuclein, MLPCN primary screen. inhibition, % (tested at 7.5 µM). alpha-synuclein 5'UTR reporter, inhibitor activity. hit rate 0.82% among 300,000; in the data active = inhibition above about 60%; inconclusive = no clear call, values can overlap the other calls;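 note: H4 neuroglioblastoma cells stably carrying SNCA 5'UTR luciferase fusion; 0% = DMSO wells and 100% = positive control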
HSF1 activator – increases HSF-1 driven luciferase reporter signal. activation, % at 9 µM. NIH3T3-HGL HSF-1 luciferase reporter, MG132, 8 h; 100% = twice DMSO control signal. hit rate 1.7% among 300,000;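 active = mean replicate activation of at least 50% with a set share of replicates each reaching 50%; inconclusive = only one of those two conditions met; inactive = mean below 50% and too few replicates reaching it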;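 note: 0% = median of the neutral control wells and 100% = twice that signal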
IEC-6 tox – kills IEC-6 intestinal cells in KLF5 counter-screen | inhibition, % at 5 µM | AID 1825 | hit rate 0.78% among 290,000 | IEC-6 cytotoxicity, luminescence viability; in the data active = inhibition above about 22%;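 note: 0% = plate median of test compound wells and 100% = cytotoxic reference compound wells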
HIF act – HIF pathway transcriptional activation. hit rate 0.32% among 300,000. U2OS HRE-luciferase reporter, luminescence; normalized: DMSO 0%, desferrioxamine 100%. AID 1910. activation, % at 7.5 µM (by protocol);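 active = mean activation of at least 10% of the iron chelator positive control signal, with at least half of replicates also reaching 10%; inconclusive = mean and replicate majority disagree about reaching 10%; inactive = mean and most replicates under 10%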
HSP90 inh – blocks HSP90-mediated luciferase refolding in reticulocyte lysate. Rabbit reticulocyte lysate, luciferase refolding luminescence, 3 h. inhibition, % at 5.6 µM. hit rate 0.91% among 290,000;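 active = inhibition above the screen-wide mean plus 3 SD, computed separately per campaign, cut at about 16% in these data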;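 note: 0% = DMSO wells and 100% = 60 µM geldanamycin wells; inhibitors lower the luminescence because luciferase stays unfolded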
An asterisk follows results filed as active; ? = inconclusive; / = not tested or not shown. An unsorted share of the library; overall some 5% were active at least once.

SMILES | HSF1 inh | Platelet DG rel | HDAC3 inh | KLF5 inh | AI-2 QS modul | aSyn 5UTR inh | HSF1 activator | IEC-6 tox | HIF act | HSP90 inh
CCCCn1c(N)c(N(CCOC)C(=O)CSc2nnc(-c3ccc(F)cc3)n2N)c(=O)[nH]c1=O | -1.3 | 7.3 | -1.1 | / | 22.9 | 10.0 | -6.4 | / | 0.5 | /
CSc1nc2nc3c(cc2c(=O)[nH]1)C(O)Oc1ccc(C)cc1-3 (centres undefined) | -0.8 | -5.4 | 5.6 | -11.7 | 6.2 | -4.2 | 5.7 | -3.3 | 0.3 | -2.4
Cc1ccc2c(ccc[n+]2CC(=O)c2ccccc2)c1 | -1.0 | -4.6 | -2.5 | 12.5 | 12.0 | -30.2 | -15.5 | 2.4 | 0.2 | 0.7
CCCN(CCC)C(=O)Cn1c(=O)n(CCCCC(=O)NCc2ccco2)c(=O)c2ccccc21 | 2.5 | 0.9 | -2.1 | 6.0 | 28.7 | -0.7 | 3.5 | 3.4 | 0.0 | 1.7
COc1ccc(C(=O)N/C(=C\c2cn(C)c3ccccc23)C(=O)NCCCn2ccnc2)cc1OC | 1.6 | -5.7 | 12.5 | -37.1 | 14.1 | -14.7 | 25.6 | -0.5 | -0.5 | -2.2
O=C(NCCOc1cccnc1)C1CCC(=O)N(Cc2ccccc2F)C1 (centres undefined) | -4.6 | -3.2 | 8.4 | -18.8 | 24.8 | 8.3 | -0.2 | 1.5 | 0.2 | 0.3
Cc1ccc(Cc2cc(C)n[nH]c2=O)cc1 | 0.3 | 13.6 | -5.5 | 3.8 | -16.6 | 6.5 | -1.5 | 7.6 | -0.1 | 2.4
Cc1cc(Sc2nccn2C)ncc1[N+](=O)[O-] | -6.3 | 5.8 | 1.5 | -9.0 | 11.1 | 9.2 | 4.9 | -2.0 | -0.2 | -1.1
COc1cc(C(=S)N2CCOCC2)ccc1OC(=O)c1cc([N+](=O)[O-])c(C)c([N+](=O)[O-])c1 | -12.7 | 15.4 | -1.6 | -18.4 | 21.3 | 5.9 | 6.6 | 1.6 | -10.8 | 6.5
COCCCn1c(Cc2csc(Nc3cccc(Cl)c3)n2)nnc1SCC(=O)OC1CCCCC1 | 8.1 | -2.7 | 20.7 | -9.5 | 6.7 | 15.5 | 25.0 | -6.7 | -0.5 | -0.4
CCC(=O)NCC(c1cccs1)S(=O)(=O)c1ccc(C)cc1 (centres undefined) | -2.3 | 3.4 | -3.3 | -34.3 | 24.4 | 13.1 | 3.5 | 4.4 | -0.4 | -3.5
COc1ccc(OC)c(-n2c(-c3cccc(O)c3)n[nH]c2=S)c1 | 1.1 | -1.4 | ? | 6.2 | -6.2 | 13.5 | 4.3 | -1.1 | / | 1.7
O=C(Nc1ccc(F)cc1)NC1CCCCCCC1 | 14.3 | 12.0 | 4.5 | -136.7 | 27.5 | -96.3 | 36.5 | 11.6 | 2.3 | -5.2
CN(C)c1ccc(/C=N/n2c(-c3cccnc3)n[nH]c2=S)cc1 | 11.0 | 1.4 | 2.2 | -16.8 | 0.4 | 0.8 | 30.6 | -1.4 | -0.2 | -1.1
Cc1ccc(S(=O)(=O)N2CC=C(C(=O)NCc3ccccc3)CC2)cc1 | 0.2 | 0.2 | 0.5 | -15.9 | 19.6 | -8.5 | -3.4 | -11.8 | / | -2.2
CN(c1ccccc1C(=O)O)S(C)(=O)=O | -6.1 | 1.7 | 4.2 | 7.2 | 18.6 | -18.4 | -6.2 | 2.1 | -0.5 | -3.3
O=C(O)c1cc2n(n1)C(C(F)(F)F)CC(C1CC1)N2 (centres undefined) | -2.5 | 8.3 | / | -7.7 | 10.4 | 4.7 | 8.8 | -0.9 | -0.1 | 1.0
Cc1nn(C(=O)c2ccco2)c(C)c1Sc1ccc(Cl)cc1 | -4.9 | -20.4 | -5.7 | -21.1 | 11.2 | -18.9 | 20.8 | -1.0 | -0.7 | -3.3
COc1ccc(S(=O)(=O)Nc2ccc(S(=O)(=O)N3CCCCC3)cc2)cc1C | 3.8 | -13.2 | / | -1.3 | 21.2 | 13.4 | 26.8 | -0.4 | -0.5 | 2.2
COc1ccc(/C(C)=N/NC(=O)CNC(=O)c2ccncc2)cc1 | -7.5 | 9.9 | 3.5 | 5.0 | 10.8 | -9.3 | -12.0 | 3.7 | -0.6 | 0.7
O=C(Cc1cccs1)NCc1ccccc1Br | 25.6 | -5.8 | 2.0 | -43.6 | 12.0 | -45.7 | 93.8* | -10.8 | -12.1 | 0.8
CCSCCOC(=O)C1=C(C)NC(=O)NC1c1cc(OC)ccc1OC (centres undefined) | 10.3 | -4.7 | -5.4 | -25.7 | 3.7 | -3.9 | 8.2 | 5.4 | -0.5 | -1.0
CCOC(=O)c1c(NC(=O)/C=C/C(=O)O)sc(C)c1-c1ccc(C)c(C)c1 | 1.2 | 1.2 | -1.3 | -11.7 | 1.9 | -2.1 | 12.3 | -2.2 | -0.2 | 4.7
COc1ccc(N2C(=O)CC(N3CCN(c4ccccc4F)CC3)C2=O)cc1 (centres undefined) | -1.9 | -0.2 | -1.5 | 17.8 | 14.9 | 12.6 | -18.1 | 11.4 | -0.3 | 2.5
COCCn1c(C)nnc1SCC(=O)Nc1ccccc1[N+](=O)[O-] | / | 5.6 | 1.7 | -12.7 | 10.3 | -26.0 | / | 3.1 | 0.6 | 7.2
Cc1ccc(-c2noc(C3CCCN(C(=O)c4ccc(F)cc4F)C3)n2)cc1 (centres undefined) | 3.5 | 14.5 | -0.9 | 18.5 | 20.8 | 15.7 | 17.1 | 9.4 | -0.1 | 5.4
COc1ccc(C2(O)CC3CCC(C2)N3c2cc(C)nc(-c3ccccc3)n2)cc1 (centres undefined) | -5.0 | 11.2 | -5.0 | 4.0 | 10.6 | 27.2 | -3.5 | -1.0 | -0.1 | 1.0
COCc1cc(=O)n2[nH]c(-c3ccccc3)cc2n1 | -2.8 | -3.4 | -15.6 | -27.6 | 11.4 | -35.0 | 1.0 | 2.5 | 0.4 | -2.4
CCOC(=O)c1ccc(N2C(=O)C(O)=C(C(C)=O)C2c2ccccn2)cc1 (centres undefined) | 11.7 | 9.5 | 3.2 | -78.6 | 18.9 | -22.8 | 45.7 | -1.5 | 2.1 | 4.7
COC(=O)c1ccccc1NC(=O)c1ccc2c(c1)CC(C)O2 (centres undefined) | 7.7 | 5.1 | 5.9 | -80.8 | 5.7 | -64.9 | 5.4 | 6.0 | 1.7 | 2.1
CN(c1ccccc1)P(=O)(N(C)c1ccccc1)N(C)c1ccccc1 | 0.3 | -1.8 | -4.2 | -13.5 | 11.9 | 12.9 | 20.2 | 0.4 | -1.0 | 3.2
Cc1cc(C)c(NC(=O)CS(=O)CC(=O)N2CCN(c3cccc(C)c3C)CC2)c(C)c1 (centres undefined) | -0.4 | -1.8 | -3.2 | 15.8 | 27.5 | 38.9 | -5.8 | 2.8 | -7.2 | -2.0
CCOCCN(C(=O)c1ccccc1Cl)c1ccccc1 | -6.9 | -4.8 | -5.7 | 18.0 | 5.2 | -9.9 | 1.6 | 3.8 | -0.3 | 1.6
Cc1nn(-c2ccccc2)c(Cl)c1/C=N\NC(=O)c1cnccn1 | 9.6 | -2.8 | 5.4 | -14.5 | 21.9 | -105.8 | 1.3 | -5.2 | 0.0 | 1.0
C=CCc1c(C)nn(CC(=O)O)c1-c1ccccc1 | -4.7 | 4.2 | -11.0 | -35.6 | 7.7 | 13.5 | 17.1 | -7.4 | -0.3 | 0.5
CC(CNS(=O)(=O)c1ccc2c(c1)NC(=O)CCS2)c1ccccc1 (centres undefined) | 9.2 | -2.7 | -0.2 | -12.6 | 17.7 | 17.7 | 22.8 | -2.5 | -0.2 | -6.0
CC(=O)Nc1cccc(OCc2cnc(Cl)s2)c1 | / | -0.9 | -4.8 | -23.6 | 6.8 | / | / | 8.0 | / | -0.1
COC(=O)c1c(C)nc(C)c(C(=O)OC)c1-c1ccsc1 | / | / | 3.3 | -18.6 | 21.7 | / | / | -5.1 | / | -2.8
COc1ccc(OC)c(S(=O)(=O)N(C)CC(=O)Nc2cc(Cl)ccc2OC)c1 | -2.6 | -3.2 | 4.2 | 18.0 | 9.3 | 8.3 | 9.1 | -3.7 | -0.7 | -0.8
Cc1cc(N2CCN(c3ccc([N+](=O)[O-])c4cccnc34)CC2)c2ccccc2n1 | 5.6 | 9.1 | 7.3 | -22.7 | 19.9 | 83.7* | 7.2 | -16.6 | -6.2 | -4.9
Cc1cccc(NC(=S)NC(=O)CCc2ccccc2)c1C | -6.0 | -1.2 | 1.9 | -17.5 | -30.9 | 15.9 | 7.2 | 4.0 | -0.1 | 2.1
CCOC(=O)C1(Cc2cccc(OC)c2)CCCN(Cc2nccn2CC)C1 (centres undefined) | 2.8 | -3.1 | -2.9 | -17.8 | 15.8 | -11.7 | 1.0 | 1.5 | 0.0 | 4.9
Cc1cccc(N2CCN(C(=O)CCNS(=O)(=O)c3cccs3)CC2C)c1 (centres undefined) | 2.2 | 6.5 | 2.4 | -11.4 | 13.0 | -30.7 | 18.6 | 3.5 | 0.1 | 2.8
C=CCn1c(SCC(=O)c2cccs2)nc2sc(C)c(C)c2c1=O | 13.9 | 0.8 | 6.2 | -12.3 | 32.6 | 39.9 | 27.2 | 68.0* | -1.1 | 1.5
CCSc1nsc(NC(=O)Nc2cccc(F)c2)n1 | -9.8 | 5.0 | 5.4 | -14.3 | ? | 36.0 | 2.8 | 46.5* | 2.2 | 0.8
COc1cccc(NC(=O)c2ccnc(N3CCC(C(=O)NCc4ccccc4OC)CC3)c2)c1 | 66.3 | -3.1 | ? | -68.5 | 4.4 | -95.1 | 111.2* | 3.5 | 2.6 | -0.8
CNc1ccccc1-n1ccc(-c2ccccc2)n1 | 14.5 | 3.5 | 3.8 | -45.5 | 6.5 | -55.1 | 13.8 | 5.6 | 1.7 | 4.5
NC(=O)/C=C\C(=O)Nc1cccc(C(F)(F)F)c1 | 11.0 | -5.9 | 7.6 | 5.8 | -32.3 | -8.3 | 40.8 | -4.7 | 0.2 | -1.0
C(=Nc1ccc(Nc2ccccc2)cc1)c1ccc2ccccc2c1 | / | / | 4.5 | 12.4 | / | / | / | 11.9 | / | 4.0
O=C1CCN(Cc2cccnc2)CCN1[C@H](CO)Cc1ccccc1 | -5.5 | 2.6 | -5.9 | -4.0 | 8.0 | -0.5 | -17.0 | 2.8 | -0.3 | -5.7
CC1CC(C)CN(CC(=O)N2CCc3[nH]c4ccccc4c3C2)C1 (centres undefined) | -3.1 | -3.9 | 3.7 | -54.4 | 21.4 | -6.8 | 1.3 | 0.9 | -0.2 | 2.9
CCn1c(=O)cc(SCC(=O)Nc2ccc(OC)c(OC)c2)c2ccccc21 | 2.7 | -6.4 | 2.7 | -16.9 | 15.0 | 16.5 | 3.7 | 3.4 | -0.5 | -0.4
Cc1ccc(NC2CCCN(C(=O)c3snnc3C)C2)cc1C (centres undefined) | 42.0 | -13.7 | 6.1 | -31.8 | -14.4 | 30.8 | 43.2 | -10.9 | -0.4 | -3.2
